Arr AP2 block: human beta-arrestin and AP2 interaction inhibition | FITC-arrestin peptide / GST-AP2 beads, flow cytometry; AP2 beta2 appendage carries R879A mutation | inhibition, % at 10 µM | hit rate 0.31% among 340,000 | AID 504490;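 active = inhibition above a set limit, near 3 SD of compounds lacking own fluorescence, cut at about 54% in these data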;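 note: plate controls were DMSO wells for no effect and 5 µM unlabelled arrestin peptide for full effect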
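System: GST-AP2 R879A glutathione beads. Medium: PBS with 0.05% Tween 20 and 0.1% BSA. Also added: FITC-arrestin peptide, 50 nM. Incubation: 12 min plus 1 h, RT. Measured by: high-throughput flow cytometry of beads, ex 488, em 535 nm. Evaluation: percent drop in bead-associated FITC signal.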
LANA DNA inh: inhibitors of KSHV LANA C-terminal domain DNA binding. AID 504423. hit rate 0.078% among 340,000. inhibition, % at 9 µM. MBP-C-LANA/FAM-LBS DNA binding, fluorescence polarization;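 active = highest replicate inhibition at or above 60% at 9 µM, even if other replicates fall short; inactive = all replicates below 60% inhibition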;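 note: 0% = neutral control wells and 100% = 4 µM acridine orange control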
V-ATPase pHluor: regulators of yeast V-ATPase proton transport; S. cerevisiae, pHLuorin cytosolic pH fluorescence; response, % at 10 µM; hit rate 0.37% among 350,000; in the data active = response mostly above about 7.3%, no sharp cut-off; inactive = mostly below about 5.4%; note: actives read high; inactives centre near 0; some compounds called inactive have numbers as strong as hits; reference of the scale not given here
cardiac RTF act: increases calcium sensitivity of human cardiac regulated thin filaments | IANBD-labeled TnC RTF fluorescence at EC20 calcium; 0% EC20 calcium, 100% full calcium | P19429+P45379 | hit rate 0.24% among 340,000 | activation, % at 7.2 µM;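 active = activation above the mean over all tested compounds plus 3 SD, cut at about 30% in these data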;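 note: rise in fluorescence read as greater calcium sensitivity of cardiac thin filaments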
Wnt bcat act: Wnt/beta-catenin pathway activation. Wnt/beta-catenin reporter cell assay, activator, plate reader. activation, % at 9.35 µM. hit rate 1.2% among 300,000. AID 743398; in the data active = activation above about 30%, passing the limit was not always enough;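 note: 0% = neutral control wells and 100% = positive control wells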
Keap1-Nrf2 PPI: Keap1-Nrf2 (human) interaction inhibition. Q14145. Keap1 Kelch-Nrf2 peptide fluorescence polarization, 1536-well. inhibition, % at 9.4 µM. hit rate 0.15% among 340,000; in the data active = inhibition above about 12%;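 note: human Keap1 Kelch domain with fluorescein labeled Nrf2 9mer peptide probe; 0% = neutral control wells and 100% = peptide positive control; higher means more block of Keap1 binding to Nrf2 peptide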
Target sequence (Q14145 whole entry, looked up, the tested form may be a part): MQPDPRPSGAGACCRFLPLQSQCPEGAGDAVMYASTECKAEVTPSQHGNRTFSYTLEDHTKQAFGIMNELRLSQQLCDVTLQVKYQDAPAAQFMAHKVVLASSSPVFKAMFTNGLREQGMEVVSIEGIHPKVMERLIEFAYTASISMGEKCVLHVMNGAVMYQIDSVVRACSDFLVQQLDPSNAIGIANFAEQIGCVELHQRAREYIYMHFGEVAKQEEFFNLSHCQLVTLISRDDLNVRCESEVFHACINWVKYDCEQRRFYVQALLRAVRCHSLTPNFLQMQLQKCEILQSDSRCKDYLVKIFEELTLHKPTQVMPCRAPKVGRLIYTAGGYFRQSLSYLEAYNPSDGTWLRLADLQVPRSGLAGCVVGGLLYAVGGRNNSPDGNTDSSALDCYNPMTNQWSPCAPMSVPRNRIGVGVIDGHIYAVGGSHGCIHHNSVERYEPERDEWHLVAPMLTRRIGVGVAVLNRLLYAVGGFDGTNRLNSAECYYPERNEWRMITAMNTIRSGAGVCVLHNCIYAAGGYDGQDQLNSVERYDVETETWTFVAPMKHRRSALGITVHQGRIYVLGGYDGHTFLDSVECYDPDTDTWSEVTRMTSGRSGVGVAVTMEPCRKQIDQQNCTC
Cardiac RTF inh: cardiac RTF calcium desensitization | hit rate 0.12% among 340,000 | inhibition, % at 7.15 µM | P19429+P45379 | IANBD-labeled cardiac RTF, Ca2+ fluorescence;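 active = inhibition above the mean inhibition of all tested compounds plus 3 SD, cut at about 17% in these data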;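 note: assay run at fixed EC70 calcium of 1.6 mM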
Pemphigus Ab inh: blocks pemphigus antibody binding to human desmoglein-3 | DSG3-coupled beads, scFv-anti-DSG3-GFP binding, flow cytometry; stronger effect = lower value | binding (percent of control), % at 10 µM | hit rate 0.48% among 310,000 | AID 588358;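 active = binding more than 3 SD below its plate's average and above zero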; note: some compounds called inactive have numbers as strong as hits
MOR-DOR inv ag: inverse agonist of human OPRM1-OPRD1 heterodimerization; P35372+P41143; cell-based MOR-DOR heterodimer luminescence, inverse agonism; inhibition, % at 9.3 µM; hit rate 0.21% among 340,000; AID 504357; in the data active = inhibition above about 22%, passing the limit was not always enough;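 note: 0% = cells with DMSO and 100% = wells without cells with DMSO; values of inactives mirror those of a sister screen read the other way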
OPRM1-OPRD1 ag: OPRM1-OPRD1 heterodimerization agonism; P35372+P41143; cells, luminescence; activation, % at 9.3 µM; hit rate 0.3% among 340,000; AID 504326; in the data active = activation above about 18%;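 note: 0% = vehicle-treated cells and 100% = reference agonist; values of inactives mirror those of a sister screen read the other way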
* hit, by the source's call.

How did COc1ccc(CC(=O)N(C)Cc2cccc(OC)c2OC)cc1S(=O)(=O)N1CCOCC1 do in these assays?
Arr AP2 block: 34.4; LANA DNA inh: 3.6; V-ATPase pHluor: -2.8; cardiac RTF act: 4.8; Wnt bcat act: -0.9; Keap1-Nrf2 PPI: 0.3; Cardiac RTF inh: -1.8; Pemphigus Ab inh: 112.7; MOR-DOR inv ag: 11.6; OPRM1-OPRD1 ag: -1.8

Results for O=S(=O)(/N=C(/NC(=S)Nc1ccccc1)c1ccccc1)c1ccc(Cl)cc1 ?
Arr AP2 block: 13.9; LANA DNA inh: 0.1; V-ATPase pHluor: 2.7; cardiac RTF act: -3.4; Wnt bcat act: -0.6; Keap1-Nrf2 PPI: 1.8; Cardiac RTF inh: 2.5; MOR-DOR inv ag: -3.8; OPRM1-OPRD1 ag: 0.5

Results for Cc1nnc(NC(=O)c2cccc(S(=O)(=O)N3CCc4ccccc43)c2)s1 ?
Arr AP2 block: 16.9; LANA DNA inh: 0.7; V-ATPase pHluor: -2.1; cardiac RTF act: 1.8; Wnt bcat act: -0.9; Keap1-Nrf2 PPI: 2.2; Cardiac RTF inh: -4.9; MOR-DOR inv ag: -3.4; OPRM1-OPRD1 ag: 0.6

How did CCn1cc(S(=O)(=O)c2ccc(C)cc2)c(=O)c2cc(F)c(N3CCN(C)CC3)cc21 do in these assays?
Arr AP2 block: -10.1; LANA DNA inh: -0.3; V-ATPase pHluor: 3.4; cardiac RTF act: -5.7; Wnt bcat act: -0.1; Keap1-Nrf2 PPI: -0.9; Cardiac RTF inh: -4.3; Pemphigus Ab inh: 98.7; MOR-DOR inv ag: 21.9; OPRM1-OPRD1 ag: -4.0

What do the screens show for `CCOC(=O)c1[nH]cc(-c2ccccc2)c1N1CCOCC1`?
Arr AP2 block: 14.7; LANA DNA inh: 0.0; V-ATPase pHluor: 6.7; cardiac RTF act: 3.2; Wnt bcat act: 1.7; Keap1-Nrf2 PPI: -2.4; Cardiac RTF inh: 1.6; Pemphigus Ab inh: 96.3; MOR-DOR inv ag: 9.4; OPRM1-OPRD1 ag: -1.6

How did C[C@H](CO)N1C[C@H](C)[C@@H](CN(C)C(=O)Nc2ccccc2)Oc2c(NS(=O)(=O)c3cn(C)cn3)cccc2C1=O do in these assays?
Arr AP2 block: -5.4; LANA DNA inh: 2.4; V-ATPase pHluor: -0.7; cardiac RTF act: -5.5; Wnt bcat act: -0.7; Keap1-Nrf2 PPI: -0.7; Cardiac RTF inh: 6.0; Pemphigus Ab inh: 104.4; MOR-DOR inv ag: 15.8; OPRM1-OPRD1 ag: -2.9

What do the screens show for `Cc1cc(NC(=O)COC(=O)c2cc(S(=O)(=O)N(C)c3ccccc3)ccc2Cl)no1`?
Arr AP2 block: 2.6; LANA DNA inh: 0.4; V-ATPase pHluor: -1.4; cardiac RTF act: -1.0; Wnt bcat act: -4.3; Keap1-Nrf2 PPI: -0.2; Cardiac RTF inh: 2.6; Pemphigus Ab inh: 96.0; MOR-DOR inv ag: -6.8; OPRM1-OPRD1 ag: 1.3

What do the screens show for `CN(C)S(=O)(=O)c1ccc(C(=O)Nc2ccccn2)cc1`?
Arr AP2 block: -6.3; LANA DNA inh: -0.9; V-ATPase pHluor: -1.5; cardiac RTF act: 1.2; Wnt bcat act: 16.1; Keap1-Nrf2 PPI: 0.7; Cardiac RTF inh: -6.6; Pemphigus Ab inh: 102.5; MOR-DOR inv ag: -3.8; OPRM1-OPRD1 ag: 0.7

How did Cc1cccc(C)c1OC(=O)c1ccccc1 do in these assays?
Arr AP2 block: 1.0; LANA DNA inh: -0.8; V-ATPase pHluor: 4.0; cardiac RTF act: -6.0; Wnt bcat act: -2.9; Keap1-Nrf2 PPI: -0.6; Cardiac RTF inh: 1.8; Pemphigus Ab inh: 122.4; MOR-DOR inv ag: -29.1; OPRM1-OPRD1 ag: 5.6

Results for CC(C)N1CCN(Cc2ccc(OC3CCCC3)cc2)CC1CCO (centres undefined) ?
Arr AP2 block: 2.6; LANA DNA inh: -0.2; V-ATPase pHluor: -0.1; cardiac RTF act: 8.4; Wnt bcat act: -0.2; Keap1-Nrf2 PPI: 0.4; Cardiac RTF inh: -7.0; Pemphigus Ab inh: 97.8; MOR-DOR inv ag: 11.1; OPRM1-OPRD1 ag: -2.4

What do the screens show for `CCOC(=O)c1cc(C#N)c(=S)[nH]c1C`?
Arr AP2 block: 4.5; LANA DNA inh: 0.2; V-ATPase pHluor: -0.5; cardiac RTF act: 2.1; Wnt bcat act: -1.6; Keap1-Nrf2 PPI: -3.0; Cardiac RTF inh: 2.9; Pemphigus Ab inh: 97.9; MOR-DOR inv ag: 8.9; OPRM1-OPRD1 ag: -1.7

Results for CCc1ccccc1N=C1S/C(=C/c2ccccc2OCC(=O)N2CCOCC2)C(=O)N1C ?
Arr AP2 block: 8.6; LANA DNA inh: 2.8; V-ATPase pHluor: 0.2; cardiac RTF act: -2.2; Keap1-Nrf2 PPI: -1.2; Cardiac RTF inh: -6.8; Pemphigus Ab inh: 109.0; MOR-DOR inv ag: -13.2; OPRM1-OPRD1 ag: 2.5

What do the screens show for `COc1ccccc1Nc1nc(-c2ccccc2O)nc2ccccc12`?
Arr AP2 block: 6.9; LANA DNA inh: -0.9; V-ATPase pHluor: -1.1; cardiac RTF act: 3.5; Wnt bcat act: -2.9; Keap1-Nrf2 PPI: -4.5; Cardiac RTF inh: -11.5; Pemphigus Ab inh: 99.7; MOR-DOR inv ag: 3.9; OPRM1-OPRD1 ag: -0.7

What do the screens show for `O=C(NCc1nnc(SCc2ccc(F)cc2)n1-c1ccccc1)C12CC3CC(CC(C3)C1)C2`?
Arr AP2 block: 14.5; LANA DNA inh: -0.5; V-ATPase pHluor: -0.4; cardiac RTF act: -4.5; Keap1-Nrf2 PPI: -1.1; Cardiac RTF inh: -7.8; Pemphigus Ab inh: 102.9; MOR-DOR inv ag: -10.8; OPRM1-OPRD1 ag: 2.1

What do the screens show for `CCC1(C)NC(=O)N(/N=C/c2ccc(C)s2)C1=O` (centres undefined)?
Arr AP2 block: -17.9; LANA DNA inh: -2.5; V-ATPase pHluor: -2.0; cardiac RTF act: 12.4; Wnt bcat act: 6.2; Keap1-Nrf2 PPI: 0.2; Cardiac RTF inh: -12.0; Pemphigus Ab inh: 95.8; MOR-DOR inv ag: 2.1; OPRM1-OPRD1 ag: -0.5

Results for C[C@]12CC[C@H](O)CC1=CCC1C2CC[C@@]2(C)C1CC[C@@H]2NC(=O)[C@@H](N)CO (some centres undefined) ?
Arr AP2 block: 14.9; LANA DNA inh: -0.2; V-ATPase pHluor: -3.7; cardiac RTF act: 13.9; Wnt bcat act: -2.6; Keap1-Nrf2 PPI: -1.4; Cardiac RTF inh: -28.9; MOR-DOR inv ag: 2.3; OPRM1-OPRD1 ag: -0.5

What do the screens show for `CCCCN(C)Cc1c(C)[nH]c2ccc(OCC)cc2c1=O`?
Arr AP2 block: 10.2; LANA DNA inh: 0.2; V-ATPase pHluor: 1.8; cardiac RTF act: 7.0; Wnt bcat act: -0.7; Keap1-Nrf2 PPI: -0.4; Cardiac RTF inh: -6.2; Pemphigus Ab inh: 103.2; MOR-DOR inv ag: -5.2; OPRM1-OPRD1 ag: 0.9

How did CCc1ccccc1NC(=S)N1CCN(c2ccccc2F)CC1 do in these assays?
Arr AP2 block: -3.2; LANA DNA inh: -0.2; V-ATPase pHluor: -1.4; cardiac RTF act: 2.7; Wnt bcat act: -0.2; Keap1-Nrf2 PPI: -1.7; Cardiac RTF inh: -6.6; Pemphigus Ab inh: 97.6; MOR-DOR inv ag: 0.8; OPRM1-OPRD1 ag: -0.2

What do the screens show for `O=C1c2ccccc2C(=O)N1Nc1ccccc1`?
Arr AP2 block: 5.3; LANA DNA inh: 3.8; V-ATPase pHluor: 4.2; cardiac RTF act: -2.2; Keap1-Nrf2 PPI: 0.3; Cardiac RTF inh: -5.9; Pemphigus Ab inh: 98.9; MOR-DOR inv ag: 9.1; OPRM1-OPRD1 ag: -1.8

Results for CC(=O)Oc1ccc2c(=O)c(Oc3ccccc3)c(C)oc2c1OC(C)=O ?
Arr AP2 block: 9.5; LANA DNA inh: 0.2; V-ATPase pHluor: 0.4; cardiac RTF act: 6.0; Wnt bcat act: -1.7; Keap1-Nrf2 PPI: -1.8; Cardiac RTF inh: -11.2; Pemphigus Ab inh: 102.6; MOR-DOR inv ag: -2.7; OPRM1-OPRD1 ag: 0.6

Results for COc1ccc(CCNC(=O)c2ccccc2NC(=O)c2ccco2)cc1OC ?
Arr AP2 block: 4.8; LANA DNA inh: -0.6; V-ATPase pHluor: 1.9; cardiac RTF act: 0.5; Keap1-Nrf2 PPI: -4.7; Cardiac RTF inh: -0.1; Pemphigus Ab inh: 97.4; MOR-DOR inv ag: -6.6; OPRM1-OPRD1 ag: 1.1

Results for COc1ccc2ccc3c(c2c1)N=C[C@]1(O3)N(C)c2ccccc2C1(C)C ?
Arr AP2 block: 18.1; LANA DNA inh: 0.4; V-ATPase pHluor: -5.2; cardiac RTF act: -7.8; Keap1-Nrf2 PPI: -0.4; Cardiac RTF inh: -11.5; Pemphigus Ab inh: 76.4; MOR-DOR inv ag: -50.4; OPRM1-OPRD1 ag: 9.4

How did Cc1cc(C)n(CC(=O)N2CCCC(N3CCN(c4ccccc4C)CC3)C2)n1 (centres undefined) do in these assays?
Arr AP2 block: 12.4; LANA DNA inh: 1.1; V-ATPase pHluor: -7.4; cardiac RTF act: 2.3; Wnt bcat act: 0.8; Keap1-Nrf2 PPI: 2.5; Cardiac RTF inh: -9.3; MOR-DOR inv ag: -5.7; OPRM1-OPRD1 ag: 1.1

How did CCOC(=O)c1c(NC(=O)CSc2nnc(-c3cccnc3)o2)sc2c1CCC2 do in these assays?
Arr AP2 block: -0.9; LANA DNA inh: -0.1; V-ATPase pHluor: 1.9; cardiac RTF act: -1.0; Wnt bcat act: 8.8; Keap1-Nrf2 PPI: 2.5; Cardiac RTF inh: 3.5; Pemphigus Ab inh: 77.8; MOR-DOR inv ag: 20.1; OPRM1-OPRD1 ag: -3.7

What do the screens show for `O=c1c2c(-c3ccc([N+](=O)[O-])cc3)csc2nc2n1CCC2`?
Arr AP2 block: 20.4; LANA DNA inh: -1.1; V-ATPase pHluor: -2.5; cardiac RTF act: -5.2; Keap1-Nrf2 PPI: -3.8; Cardiac RTF inh: 2.4; Pemphigus Ab inh: 107.3; MOR-DOR inv ag: 8.4; OPRM1-OPRD1 ag: -1.6

What do the screens show for `O=C(OCC(=O)c1c[nH]c2ccccc12)c1cc(S(=O)(=O)N2CCOCC2)ccc1F`?
Arr AP2 block: -4.5; LANA DNA inh: 2.9; V-ATPase pHluor: 1.7; cardiac RTF act: -1.1; Wnt bcat act: -2.4; Keap1-Nrf2 PPI: -0.7; Cardiac RTF inh: -4.8; Pemphigus Ab inh: 99.8; MOR-DOR inv ag: 0.8; OPRM1-OPRD1 ag: -0.2

Compound activity (PubChem)
